Compound activity as filed in PubChem.
LGR2 inh: inhibitors of bursicon-induced LGR2 CRE-luciferase signal, primary screen, cell-based, HEK293, CRE-luciferase reporter, bursicon stimulation. inhibition, % at 9.99 µM. Drosophila bursicon receptor LGR2 (rickets). bursicon-stimulated, 4 h. actives 0.35% (n = 380,000);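 active = drop in luminescence signal, shown as inhibition above about 50% in the replicate tests, limit read from the data, passing the limit was not always enough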;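 also: agonist challenge used bursicon conditioned medium at about half maximal strength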
Cneo AK release: Cryptococcus neoformans cell lysis inducers, primary screen, AK release luminescence, single concentration; C. neoformans lysis, adenylate kinase release luminescence, 4 h; normalised: neutral wells 0, clomiphene wells 100; lysis activity, % at 15 µM; actives 0.2% (n = 360,000);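 active = mean lysis activity across replicates of at least 80%, whatever share of replicates individually reach that level; inactive = mean lysis activity below 80%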
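Schedule: static 4 h at 37 °C with compound, 1 h detection; system: C. neoformans cells; benchmarks: Clomiphene as positive control; buffer or medium: fresh YPD medium; measure: luminescence rise reflecting yeast cell lysis; measured by: luminescent adenylate kinase detection reagent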
Statin myotox sup: suppressors of statin myotoxicity in C2C12 myotubes, primary screen, cell-based, single point, plate reader | C2C12 myotubes + simvastatin, ATP luminescence, 48 h; scaled: DMSO 0, geranylgeraniol control 100 | AID 602340, 2012 | rescue of ATP level, % at 7.49 µM | actives 0.78% (n = 330,000);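 active = mean ATP rescue above about 67%, or every replicate alone reaching that limit, limit read from the data, passing the limit was not always enough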;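 also: myotubes were challenged with 10 µM simvastatin during compound exposure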
PglD inh: C. jejuni PglD acetyltransferase inhibitors, primary screen, biochemical, DTNB colorimetric, single point | inhibition, % at 12.5 µM | purified PglD enzyme, DTNB colorimetric CoA detection | actives 0.098% (n = 360,000); in the data active = inhibition above about 16%, passing the limit was not always enough; also: strong numbers were not always called active
PAX8 reporter: inhibitors of PAX8-driven TPO luciferase reporter, primary screen, RMG-I cells, single concentration | SteadyGlo, 24 h | inhibition, % at 12.6 µM | actives 1.2% (n = 360,000) | AID 652154, 2013;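 active = mean replicate inhibition at least 60% with every replicate also reaching 60%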;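 also: luciferase light reporting Pax8 driven TPO promoter activity; plate controls were median of neutral control wells for no effect and mitoxantrone controls for full effect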
ARNT TACC3 PPI: disruptors of ARNT/TACC3 protein interaction, primary screen, biochemical, AlphaScreen, single concentration. actives 0.66% (n = 390,000). inhibition, % at 9.99 µM. AlphaScreen His-ARNT PAS-B/GST-TACC3 binding, luminescence; TACC3 fragment carries E629A point mutation. AID 623870, 2012. Transforming acidic coiled-coil-containing protein 3 (Homo sapiens), Q9Y6A5;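 active = mean inhibition of replicates at least 50% and at least half of replicates each reaching 50%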;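 also: 0% = complete ARNT plus TACC3 wells and 100% = ARNT alone without TACC3; many hits fall short of the cut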
GSIS activator: GLuc luminescence reporter in INS-1E cells, primary screen for activators of glucose-dependent secretion of insulin; actives 0.61% (n = 370,000); AID 743287, 2014; activation, % at 16.6 µM; INS-1E GLuc reporter insulin secretion, 2-3 h;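 active = lowest replicate activation of at least 40%, so every replicate reaches that level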;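 also: 0% = median of neutral control wells and 100% = median of IBMX positive control wells; some compounds called inactive have numbers as strong as hits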
PGC1a acetyl inh: inhibitors of PGC1a acetylation signal, primary screen, cell-based, U2OS, AlphaScreen, inhibitor mode | AlphaScreen anti-acetyl-lysine; with virally co-expressed GCN5 acetyltransferase | inhibition, % at 15.6 µM | actives 0.17% (n = 350,000) | AID 651687, 2012;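 active = every replicate shows inhibition of at least 40%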;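 also: 0% = neutral control wells and 100% = positive control wells; some results beyond the cut were filed as inactive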
Active calls of the source: *; . = no result given; & = joins results of further samples.

SMILES	LGR2 inh	Cneo AK release	Statin myotox sup	PglD inh	PAX8 reporter	ARNT TACC3 PPI	GSIS activator	PGC1a acetyl inh
CN(C)S(=O)(=O)c1cccc(NC(=O)c2sccc2-c2ccccc2)c1	0	-1	.	-4	-12	9	-4	.
C[C@H]1CN([C@@H](C)CO)C(=O)Cc2cc(NS(=O)(=O)c3ccccc3)ccc2O[C@H]1CN(C)C	-2	1	-8	-9	-1	-2	10	5
COc1ccc(CC(=O)N/N=C(\C)c2cccnc2)cc1	7	-1	.	0	-10	-3	32	.
CCOC(=O)C1=C(C)N=C2c3ccccc3C(=O)C2C1c1ccc(C)cc1 (configuration not stated)	.	-2	.	2	4	.	.	-6
CCCc1cc(=O)[nH]c(SCC(=O)NC(=O)NC2CCCC2)n1	1	0	-2	2	14	-3	0	-4
CN1CC2(C)CN(C(c3ccccc3)c3ccccc3)CC(C)(C1)C2O (configuration not stated)	.	0	-13	5	.	1	.	-7
Cc1ccc(-n2ncc3c(SCc4cccc(C)c4)ncnc32)cc1	-43	.	.	.	-22	3	-16	.
CCOc1ccc(S(=O)(=O)N2CCOCC2)cc1NC(=O)CN1C(=O)NC(C)(c2ccccc2)C1=O (configuration not stated)	-2	0	-6	-1	6	-11	2	.
COc1cc(C(=O)NCC2CCCO2)ccc1OCc1c(C)noc1C (configuration not stated)	.	1	3	3	3	.	.	1
CN(CCc1ccccn1)S(=O)(=O)c1ccc(F)cc1	.	-1	-14	-3	.	-2	.	-5
O=C(CCN1C(=O)/C(=C/c2ccccc2)SC1=S)Nc1ccccn1	0	-1	93*	-10	6	2	3	36
O=C1c2ccccc2-c2nc3ncnn3c(-c3ccccc3Cl)c21	-22	-2	2	0	18	.	3	3
COc1cc2nc(NC(=O)c3ccc(Cl)cc3)sc(=O)c2cc1OC	-11	2	-36	2	-2	-26	1	0
COc1ccc(/C=N/NC(=O)CN(C)S(=O)(=O)c2ccc(NC(C)=O)cc2)cc1	-16	.	.	.	4	0	-8	0
CC(C)(C)NCc1cc(Cl)ccc1OCc1cccs1	5	-1	-6	-4	10	-24	21	-13
CCOC(=O)c1[nH]c(C)c(C(=O)Nc2cc(Cl)ccc2C)c1C	-1	2	.	1	.	-6	-8	-78
O=[N+]([O-])c1ccc(N2CCN(C(=S)c3cccc([N+](=O)[O-])c3)CC2)cc1	-13	-5	.	-3	46	-3	-2	-8
N#CCc1ccc(NS(=O)(=O)c2ccc(N3CCCC3=O)cc2)cc1	1	1	0	4	8	-6	-20	.
O=C(COc1ccc(/C=N/NC(=O)c2ccncc2)cc1)Nc1ccccc1	-7	1	-4	3	-20	-7	2	.
CCOC(=O)c1ccc(OCc2nc(-c3cccs3)no2)cc1	.	6	10	7	.	-13	.	17
Cc1[nH]n(-c2ccccc2)c(=O)c1C=Nc1ccc(S(=O)(=O)N=C(N)N)cc1	-3	0	2	2	-4	-1	17	-7
COc1cc(OC)c(S(=O)(=O)NC(C)C)cc1C(=O)O	-1	-4	.	-2	-30	-1	3	0
CC(=O)N1C(C)c2ccccc2C(C)(C)CC12CCCCC2 (configuration not stated)	8	.	.	.	-11	-10	0	.
C=CCN1C(=O)CSc2ccc(C(=O)N3CCC(C)CC3)cc21	.	0	2	5	.	-7	.	12
CC1(C)CC(=O)C(C=NCC2CCN(C(=S)Nc3ccccc3)CC2)=C(O)C1	-14	0	.	8	-1	.	-5	2
SMILES	LGR2 inh	Cneo AK release	Statin myotox sup	PglD inh	PAX8 reporter	ARNT TACC3 PPI	GSIS activator	PGC1a acetyl inh
COc1ccc(C(=O)NC2CC(C)(C)Cc3c2cnn3-c2ccccc2C)c(OC)c1OC (configuration not stated)	-1	0	7	-5	.	3	-12	.
C[C@H](CO)N1C[C@H](C)[C@@H](CN(C)Cc2ccc(Cl)c(Cl)c2)Oc2ccc(NC(=O)CCC(F)(F)F)cc2C1=O	17	-6	1	0	0	7	-33	-8
COc1cc(C(=O)Nc2cc3c4c(c2)CC(=O)N4CCC3)cc(OC)c1OC	-14	-1	-24	-1	5	1	4	10
O=C(C1=C[C@@H](c2coc3ccccc3c2=O)C[C@@H](OCc2ccc(CO)cc2)O1)N1CCN(Cc2ccccc2)CC1	.	-2&-1	.	-5	41	21	.	-7&-15
COc1ccccc1NC(=O)C(=O)N/N=C(\C)CC(=O)Nc1ccccn1	-14	-2	11	4	19	.	-11	-6
Cc1ccc(/C(N)=N/OC(=O)c2ccc3c(c2)OCO3)cc1	-34	.	.	.	-62	-1	8	.
CC1CCN(C2=NN3C(=N)/C(=C\c4ccc(OC(=O)c5ccco5)cc4)C(=O)N=C3S2)CC1	-3	-2	-2	-7	-22	2	.	.
CCCN(CC1CC1)C(=O)CCc1nnc(CCc2c[nH]c3ccccc23)o1	-26	.	.	.	-10	3	-9	.
CCOC(=O)C1CCN(c2c(NCCCN3CCN(Cc4ccccc4)CC3)c(=O)c2=O)CC1	.	-2	3	3	.	-9	.	3
O=C(NC1CCC1)[C@H]1[C@H](CO)[C@H]2Cn3c(ccc(C4=CCCC4)c3=O)[C@H]2N1C(=O)C1CCCC1	0	0	-8	1	-1	4	2	.
O=C(c1ccc(C(F)(F)F)cc1)N1CCC(=O)N(C(CO)Cc2ccccc2)CC1 (configuration not stated)	-4	-2	-9	-2	8	0	-7	0
C[C@@H]1CN([C@H](C)CO)C(=O)Cc2cc(NC(=O)Nc3ccc(C(F)(F)F)cc3)ccc2O[C@@H]1CN(C)S(=O)(=O)c1ccc(F)cc1	18	.	-42	.	7	.	1	3
N#CC1=C(SCc2ccccc2)NC(=O)CC1c1cccc(O)c1 (configuration not stated)	6	7	-30	-1	.	-5	3	4
CNC[C@H]1Oc2ncc(Br)cc2C(=O)N([C@@H](C)CO)C[C@H]1C	-6	.	17	.	-4	.	0	5
C[C@H]1CN([C@@H](C)CO)S(=O)(=O)c2ccc(C#Cc3ccc(F)cc3)cc2O[C@H]1CN(C)C(=O)CN(C)C	20	-1	-13	-2	.	13	35	-16
Cc1nc2ccc(S(=O)(=O)CCC(=O)NCCc3ccccc3)cc2s1	-5	-2	1	-1	11	.	0	.
Nc1ccccc1NC1=CC(=O)CC(c2ccco2)C1 (configuration not stated)	.	-1	4	-3	.	6	.	-8
O=C(NCc1ccco1)c1ccc2sc([C@@H]3O[C@H](CO)[C@H](O)[C@H](O)[C@H]3O)nc2c1	3	-1	3	-1	5	.	10	-11
CC(C)(C)n1cnnc1Sc1ccc([N+](=O)[O-])cn1	.	4	8	-19	5	-7	.	-5
Cc1nn2c(Nc3ccccc3)c3c(nc2c1-c1ccccc1)CCC3	1	1	2	-5	-6	-4	11	-1
CCCC(=O)Nc1ccc2c(c1)C(=O)N(C)C[C@H](OC)[C@H](C)CN(C(=O)C1CCCC1)[C@@H](C)CO2	11	0	7	-2	-3	0	2	7
FC(F)(F)c1nnc2ccc(NCc3ccccc3)nn12	-20	.	.	.	-23	-10	-17	-4
CC1CC2=C(C(=O)O1)C(c1ccccc1)Nc1ccccc1N2 (configuration not stated)	-5	.	.	.	6	-27	6	.
Cc1c(/C(O)=C2\C(=O)C(=O)N(CCCN(C)C)C2c2ccco2)cnn1-c1ccccc1 (configuration not stated)	33	-3	0	0	-72	-5	4	.
Cn1cc(Br)c(C(=O)Nc2sc3c(c2C#N)CCC3)n1	-41	0	.	2	-21	.	-5	-19
SMILES	LGR2 inh	Cneo AK release	Statin myotox sup	PglD inh	PAX8 reporter	ARNT TACC3 PPI	GSIS activator	PGC1a acetyl inh
C[C@@H]1CN([C@@H](C)CO)C(=O)c2cc(NC(=O)c3ccncc3)ccc2O[C@H]1CN(C)C	9	1	-20	-1	-10	-5	17	7
COCCNC(=O)C[C@@H]1CC[C@@H]2[C@H](COC[C@H](O)CN2C(=O)c2cc(Cl)cc(Cl)c2)O1	-10	-4	-4	-1	-6	-20	8	5
NC(=O)CC(NC(=O)c1ccc(Br)cc1)c1ccc(N2CCN(c3ccccc3)CC2)c([N+](=O)[O-])c1 (configuration not stated)	-5	3	18	-1	32	-2	-2	.
Cc1ccc(C(=O)Nc2nc3ccccc3[nH]2)cc1	89*	-1	-55	7	81*	.	8	3
Cc1ccsc1/C=N/NC(=O)C(=O)NCC(C)C	-29	2	9	6	-101	-6	-5	11
C=CCc1ccccc1OCC(O)CNC(=O)c1ccccc1C(=O)O (configuration not stated)	1	-2	9	3	-15	-5	29	10
CC(C)(C)c1cc(CP(=O)(c2ccccc2)c2ccccc2)cc(C(C)(C)C)c1O	13	-3	-11	6	-1	-1	-7	-44
NS(=O)(=O)c1ccc(NC(=O)COC(=O)CCNC(=O)NC23CC4CC(CC(C4)C2)C3)cc1	.	4	.	-1	-9	-3	.	.
CCOc1ccc(C(=O)NCC(=O)N2CCN(Cc3ccccc3)CC2)cc1	8	-1	0	0	6	6	-12	-1
O=C(O)c1cc(-c2ccccc2)nn1CC1CC(c2cccnc2)=NO1 (configuration not stated)	8	0	2	1	-8	-3	19	20
C[C@@H]1O[C@@H](O[C@@H]2[C@@H](O)[C@H](OCCc3ccc(O)c(O)c3)O[C@H](CO)[C@H]2OC(=O)/C=C/c2ccc(O)c(O)c2)[C@H](O)[C@H](O)[C@H]1O	1	-4	4	2	19	-17	7	.
Cc1noc(C)c1NC(=O)N(C)C[C@@H]1OCCCC[C@H](C)Oc2ccc(NC(=O)C3CCCCC3)cc2C(=O)N([C@H](C)CO)C[C@@H]1C	2	2	.	3	10	8	-1	12
C[C@@H]1CN([C@H](C)CO)S(=O)(=O)c2ccc(C#CC(C)(C)O)cc2O[C@H]1CN(C)Cc1ccc(F)cc1	14	-1	-43	0	21	-2	-6	-32
C[C@H](CO)N1C[C@H](C)[C@H](CN(C)C(=O)C2CCOCC2)Oc2ncc(-c3cccc(F)c3)cc2C1=O	-6	-5	-23	-8	-12	-6	5	5
CC(C)(C)OC(=O)C[C@H]1C/C=C\C[C@@H](CC(=O)N[C@H](CO)Cc2ccccc2)C(=O)NC[C@@H](c2ccccc2)OC1=O	11	1	3	-3	2	0	-17	-6
Cc1noc(C)c1S(=O)(=O)Nc1ccc2c(c1)CC(=O)N([C@H](C)CO)C[C@H](C)[C@H](CN(C)CC1CCCCC1)O2	7	58	5	-3	7	-4	-24	7
COc1cc(/C=N/Nc2ccc(Cl)c(C(=O)O)c2)ccc1OC(=O)c1ccco1	-3	0	0	-2	-7	10	1	-4
COc1ccc(-c2ccc(CO)o2)cc1N	-39	.	.	.	-23	-1	-1	.

One compound at a time, as listed above:
Record of COc1ccc(-c2ccc(CO)o2)cc1N : LGR2 inh = -39; Cneo AK release = .; Statin myotox sup = .; PglD inh = .; PAX8 reporter = -23; ARNT TACC3 PPI = -1; GSIS activator = -1; PGC1a acetyl inh = .
Record of Cc1noc(C)c1NC(=O)N(C)C[C@@H]1OCCCC[C@H](C)Oc2ccc(NC(=O)C3CCCCC3)cc2C(=O)N([C@H](C)CO)C[C@@H]1C : LGR2 inh = 2; Cneo AK release = 2; Statin myotox sup = .; PglD inh = 3; PAX8 reporter = 10; ARNT TACC3 PPI = 8; GSIS activator = -1; PGC1a acetyl inh = 12

Gathered by group: the compounds so far containing a cyano group (3)
SMILES	LGR2 inh	Cneo AK release	Statin myotox sup	PglD inh	PAX8 reporter	ARNT TACC3 PPI	GSIS activator	PGC1a acetyl inh
N#CCc1ccc(NS(=O)(=O)c2ccc(N3CCCC3=O)cc2)cc1	1	1	0	4	8	-6	-20	.
N#CC1=C(SCc2ccccc2)NC(=O)CC1c1cccc(O)c1 (configuration not stated)	6	7	-30	-1	.	-5	3	4
Cn1cc(Br)c(C(=O)Nc2sc3c(c2C#N)CCC3)n1	-41	0	.	2	-21	.	-5	-19
